Screens (PubChem)
GC-B act: GC-B (human) receptor activation; P20594; HEK293-GC-B cells, CNP EC30, cGMP TR-FRET; 0% at EC30 CNP, 100% saturating CNP; activation, % at 10 µM; 370,000 compounds, 0.11% hits; AID 1920062;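 active means activation at 10 µM reaching about 35% in either raw or pattern-adjusted values, limit read from the data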
ARFGAP1 inhibitor: inhibitors of rat ARFGAP1; inhibition, % at 16.5 µM; 360,000 compounds, 0.26% hits; Q62848; Arfgap1-stimulated ARF1 GTP hydrolysis, GDP FP detection;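 active means inhibition above a per-plate limit, mean inhibition of low control wells plus 3 SD, cut at about 25% in these data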;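 further: 0% = DMSO wells with enzyme and 100% = wells lacking Arfgap1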
Target sequence (Q62848 1-136 limits assumed): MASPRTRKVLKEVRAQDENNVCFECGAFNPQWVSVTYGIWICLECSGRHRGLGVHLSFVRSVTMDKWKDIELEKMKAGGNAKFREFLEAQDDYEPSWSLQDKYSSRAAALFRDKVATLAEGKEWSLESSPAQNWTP
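Material – truncated rat Arfgap1 GAP domain · Buffer or medium – HEPES-based buffer, pH 7.5 · Reagent – human ARF1(Δ1-17)-GTP substrate · Dosing – 16.5 µM single point, 1.26% DMSO · Schedule – GTP hydrolysis reaction 2 h at 25 °C · Technique – GDP detection by fluorescence polarization · Benchmarks – No-Arfgap1 wells (100%) versus DMSO full-reaction wells (0%) · Repeats – single replicate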
rCAG binder: molecules binding r(CAG) RNA repeats. r(CAG) RNA repeat, TO-PRO-1 dye displacement fluorescence. inhibition, % at 3 µM. 370,000 compounds, 1.3% hits;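 active means inhibition above the plate cutoff, the mean of all test compounds on that plate plus 3 SD, cut at about 35% in these data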;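 further: 0% = DMSO alone and 100% = 100 µM mitoxantrone as full dye displacement; higher means more dye released from RNA so lower well fluorescence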
sPLA2-III inh: Inhibits HGIII-sPLA2 liposome hydrolysis, primary screen. Q9NZ20. QFRET BODIPY PC-A2 liposome hydrolysis, fluorescence. inhibition, % at 12.2 µM. 370,000 compounds, 0.56% hits. AID 743126;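 active means inhibition above mean plus 3 SD of compounds lying within the high and low control bounds, cut at about 19% in these data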;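 further: 0% = median of test compound wells and 100% = no enzyme DMSO wells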
ASAP1 inh: blocks human ASAP1-stimulated Arf1 GTP hydrolysis | AID 624377 | inhibition, % at 16.5 µM | 360,000 compounds, 0.19% hits | Q9ULH1 | GDP FP detection; in the data active means inhibition above about 25%;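 further: 0% = vehicle with enzyme and substrate and 100% = no enzyme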
Target sequence (Q9ULH1 325-724 limits assumed): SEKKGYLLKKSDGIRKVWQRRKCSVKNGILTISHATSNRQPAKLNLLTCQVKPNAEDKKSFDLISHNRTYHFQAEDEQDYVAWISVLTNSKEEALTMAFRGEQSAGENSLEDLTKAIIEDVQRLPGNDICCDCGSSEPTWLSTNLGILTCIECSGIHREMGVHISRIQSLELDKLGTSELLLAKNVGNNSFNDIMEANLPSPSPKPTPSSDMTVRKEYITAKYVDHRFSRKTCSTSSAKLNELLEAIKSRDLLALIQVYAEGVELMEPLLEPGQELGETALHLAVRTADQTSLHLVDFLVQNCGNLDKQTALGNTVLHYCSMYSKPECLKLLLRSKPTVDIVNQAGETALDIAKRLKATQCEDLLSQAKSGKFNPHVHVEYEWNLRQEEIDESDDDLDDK
DDE Tn6 FP inh: disrupts Tn6 cyclic peptide binding to fibrin D-Dimer-E complex; Fibrin DD(E) TRITC-Tn6 fluorescence polarization displacement; inhibition, % at 8.3 µM; 370,000 compounds, 0.21% hits; P02675;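 active means inhibition above a per-campaign cutoff: mean of compounds within control limits plus 3 SD, cut at about 15% in these data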;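 further: 0% = median of all compound wells on the plate and 100% = blocking peptide control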
ADAM10 inh: inhibitors of human ADAM10 | O14672 | recombinant ADAM10, EDANS/DABCYL FRET peptide cleavage, 3 h | inhibition, % at 7 µM | 370,000 compounds, 0.62% hits | AID 720582;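 active means inhibition above a per-campaign cutoff equal to the mean of compounds falling between control-based bounds plus 3 SD, cut at about 20% in these data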;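 further: 0% = DMSO wells while the 100% control is not disclosed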
GC-A act: GC-A (human) enzyme activation. P16066. HEK293 GC-A cells, cGMP TR-FRET, EC30 ANP; 0% at EC30 ANP, 100% saturating ANP. activation, % at 10 µM. 370,000 compounds, 0.14% hits; in the data active means activation above about 40%
proKLK7 act: activators of human kallikrein-7 zymogen | P49862 | purified proKLK7, EDANS-DABCYL substrate fluorescence; 100% is mature enzyme control, 0% vehicle | activation, % at 7 µM | 370,000 compounds, 0.9% hits;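 active means activation above the mean of all tested compounds plus 3 SD, computed per campaign excluding outliers beyond control limits, cut at about 13% in these data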
Target sequence (P49862 whole entry, looked up): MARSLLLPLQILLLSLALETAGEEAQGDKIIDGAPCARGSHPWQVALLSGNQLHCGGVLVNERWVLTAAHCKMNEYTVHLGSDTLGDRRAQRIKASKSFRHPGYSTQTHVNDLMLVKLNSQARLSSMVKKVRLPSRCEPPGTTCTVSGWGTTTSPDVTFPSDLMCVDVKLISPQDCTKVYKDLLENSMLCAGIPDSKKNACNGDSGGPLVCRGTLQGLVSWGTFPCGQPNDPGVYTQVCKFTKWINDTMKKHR
FXN GAA850 act: activators of GAA850 frataxin (FXN) promoter. HEK293 lucGAA850 FXN promoter luciferase reporter, 24 h; percent of 10 µM SAHA response. activation, % at 6 µM. 360,000 compounds, 0.56% hits;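 active means activation above the average of all compounds screened plus 3 SD, cutoff fixed separately per campaign, cut at about 7.5% in these data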;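 further: 0% = DMSO wells and 100% = 10 µM SAHA wells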
An asterisk follows results filed as active; i = inactive; · = no result given.

Preview (4 entries):
SMILES	GC-B act	ARFGAP1 inhibitor	rCAG binder	sPLA2-III inh	ASAP1 inh	DDE Tn6 FP inh	ADAM10 inh	GC-A act	proKLK7 act	FXN GAA850 act
Cc1ccc(CNS(=O)(=O)c2c(C)nc3scc(C)n3c2=O)cc1	1	7	1	2	7	-4	-18	4	0.4	0.0
CCCc1n[nH]c(=O)c2c1nnn2Cc1ccccc1	9	1	-1	-6	4	-8	4	10	-0.2	2.2
Cc1ccccc1NC(=O)c1ccc(Cl)c(NC(=O)c2cccnc2)c1	-2	-1	3	4	7	4	-10	-3	0.7	·
CSc1ccccc1NC(=O)CN(C)C(=O)CNc1ccc(C(F)(F)F)cc1[N+](=O)[O-]	-7	-7	1	11	2	0	-18	0	-0.2	2.5

Main list, from the start:
SMILES	GC-B act	ARFGAP1 inhibitor	rCAG binder	sPLA2-III inh	ASAP1 inh	DDE Tn6 FP inh	ADAM10 inh	GC-A act	proKLK7 act	FXN GAA850 act
Cc1ccc(CNS(=O)(=O)c2c(C)nc3scc(C)n3c2=O)cc1	1	7	1	2	7	-4	-18	4	0.4	0.0
CCCc1n[nH]c(=O)c2c1nnn2Cc1ccccc1	9	1	-1	-6	4	-8	4	10	-0.2	2.2
Cc1ccccc1NC(=O)c1ccc(Cl)c(NC(=O)c2cccnc2)c1	-2	-1	3	4	7	4	-10	-3	0.7	·
CSc1ccccc1NC(=O)CN(C)C(=O)CNc1ccc(C(F)(F)F)cc1[N+](=O)[O-]	-7	-7	1	11	2	0	-18	0	-0.2	2.5
COc1ccccc1NC(=O)CCS(=O)(=O)c1ccccc1	0	7	-2	0	-4	-6	0	3	-0.3	0.7
O=C(NCc1cccnc1)Nc1cccc(F)c1	-5	2	-1	1	-16	6	0	-1	1.0	0.8
CCOC(=O)NC(=O)C(/C=N/c1sccc1C(=O)OC)=C(\C)O	-1	-2	-7	-90	11	1	-5	0	0.3	1.1
Cc1cc(C)cc(N(C(=O)CNC(=O)c2ccco2)C(C(=O)NC2CCCC2)c2cccnc2)c1 (stereo not given)	-4	10	-10	3	-11	-10	0	-9	0.3	-1.2
CCOc1ccc(OCC(=O)OC(C)C(=O)Nc2ccc(Cl)cn2)cc1 (stereo not given)	-2	1	-7	-7	5	-10	-2	1	0.0	2.9
Cc1cc(C)c2nc(SCC(=O)NNC(=O)c3ccco3)c(C)cc2c1	-1	-4	2	0	-3	1	11	-10	0.6	1.2
CN(C)c1ccc(CNn2cnnc2SCC(=O)NC(C)(C)C)cc1	-1	-3	-4	2	-11	-2	2	2	0.0	-1.9
Nc1ccc2c(c1)nnn2-c1ccccc1	-4	3	3	7	1	-11	i	1	31*	4.4
O=C(NCc1ccco1)c1cccc(NC(=O)c2ccco2)c1	1	4	9	-1	10	5	4	5	0.1	-0.2
CCOC(=O)c1c(C)[nH]c(C)c1S(=O)(=O)NCCN1CCN(c2ccccc2F)CC1	-1	-2	-2	-4	10	-1	-2	-5	-0.7	0.2
O=C(CN1CCCC1)N/N=C/c1c(O)ccc2ccccc12	-6	-9	4	-41	-2	7	-15	0	-1.2	-3.9
CC(C)CC(=O)Nc1cccc(-c2cn3ccsc3n2)c1	-2	5	0	3	0	1	2	-1	-0.8	3.4
COc1cccc(/C=C/C(=O)Nc2ccc3c(c2)OCCO3)c1	3	8	-3	-10	6	-9	8	2	-0.2	1.8
Cc1nnc(SCc2ccon2)n1-c1ccccc1	1	2	-1	1	4	-1	-1	6	0.0	0.8
COc1ccc(C(=O)N/C(=C\c2cn(S(=O)(=O)N(C)C)c3ccccc23)C(=O)N2CCOCC2)cc1	2	9	-2	-4	8	7	4	1	0.5	1.7
CCN1C(=O)C2(C(C#N)=C(N)Oc3n[nH]c(-c4ccccc4)c32)c2ccccc21 (stereo not given)	0	-3	-7	-4	-13	-5	-4	2	-0.5	-0.6
Cc1cc(N2C(=O)C(=O)/C(=C(/O)c3ccccc3)C2c2cccs2)no1 (stereo not given)	5	-10	1	-5	-12	21*	6	-2	0.1	0.2
Cc1nonc1C(=O)N/N=C/c1ccncc1	10	4	2	4	2	8	5	-3	0.4	0.1
CCCC(=O)N1CCC1(C)C(=O)Nc1cc(-c2ccccc2)nn1C (stereo not given)	4	4	2	-8	-10	-4	3	1	0.2	1.6
O=C(COC(=O)c1cc(Cl)ccc1O)NNC(=O)c1ccc([N+](=O)[O-])cc1	-5	12	12	2	-15	6	-34	-2	99*	-1.6
CCCc1cc2c(cc1NC(=O)c1ccccc1F)OCO2	1	9	-8	2	0	6	-6	2	0.4	1.6
Cc1csc(SCC(=O)NC(C)C2CC3CCC2C3)n1 (stereo not given)	7	-6	-8	7	-13	-6	-12	3	0.0	-2.0
COc1ccc(CCNC(=O)C(=O)c2c(C)[nH]c3ccccc23)cc1	2	17	0	4	11	-4	1	0	0.3	1.6
CCC(C)NCCOc1cccc(Br)c1 (stereo not given)	-2	6	2	5	-9	1	6	-2	0.3	1.6
CC1CCCN(Cc2c(C(=O)N3CCc4ccccc4C3)nc3ccc(Cl)cn23)C1 (stereo not given)	1	-4	-5	-3	-3	-4	14	-7	0.1	-1.2
Cn1nnc2cc(C(=O)N3CCSCC3)ccc21	-1	2	3	2	6	7	-9	1	-0.2	0.3
O=C(CNS(=O)(=O)c1ccc(F)cc1)N1CCCC1	5	1	0	-2	-7	3	0	3	0.1	2.2
CC(c1ccco1)N(Cc1ccco1)C(=O)Nc1ccccc1 (stereo not given)	4	-6	-2	0	8	6	1	-2	0.0	0.4
COC(=O)c1c(C(=O)OC)c(-c2ccccc2)n2c1CS(=O)C2 (stereo not given)	3	-10	1	-1	-15	1	10	2	0.0	3.1
O=C(c1ccccc1)C1N=NCC1c1ccc(Cl)cc1 (stereo not given)	-8	-2	5	-19	13	4	-4	-1	-1.2	2.5
COc1ccc(C(=O)NCC2CCCCC2)cc1S(=O)(=O)N1CCCC1	1	-7	1	5	-1	7	-24	2	-0.3	0.2
CN(C)c1ccc(C(=S)N2CCOCC2)cc1	-1	11	-2	5	1	1	2	-4	-0.2	0.1
COc1ccc(Nc2cc(C(=O)NCCCN3CCOCC3)c3ccccc3n2)cc1OC	-5	-1	1	-4	-11	7	-10	-5	3.0	-3.4
O=C(COc1ccccc1)Nc1nccs1	2	15	2	0	-3	-4	3	3	0.6	1.5
COc1ccccc1CC(=O)Nc1ccc2c(c1)CCC2	0	-4	0	-5	14	-3	-4	-2	0.4	4.4
CCSc1nnc(Cn2c(=O)sc3ccccc32)n1-c1ccccc1C	8	-9	-2	6	10	-6	-7	3	0.3	-1.0
O=C(O)c1ccc(Cl)c(S(=O)(=O)Nc2ccc3cn[nH]c3c2)c1	1	-2	9	-11	-9	-1	1	2	0.0	1.4
C#CCOCCOCCOCCNc1nc(N2CCN(C(=O)[C@H](CC(N)=O)n3cc(C(N)[C@@H](C)CC)nn3)CC2)nc(N2CCN(C(=O)[C@H](CCCCN)n3cc([C@@H](N)CC(N)=O)nn3)CC2)n1 (stereo not given in full)	0	7	6	9	10	-5	18	2	-0.4	0.6
CCOC(=O)CSc1nnc(CNC(=O)c2ccc(S(=O)(=O)N3CCCCC3)cc2)n1C	3	-2	-1	-2	3	-5	-8	1	0.5	-1.7
COc1ccc(CC(N)c2csc(Nc3cnccn3)n2)cc1 (stereo not given)	-7	-1	6	6	8	1	0	-13	-0.4	-0.6
CC(C)c1ccc(S(=O)(=O)N2CCN(C(=O)c3cccc(S(=O)(=O)N4CCOCC4)c3)CC2)cc1	1	3	0	-23	-15	1	-1	-1	0.3	0.7
CCn1cnc2cc(NCc3ccccc3Cl)ccc21	0	7	3	4	2	-2	-1	6	1.3	7.2
S=C(S)OC1CC2CC1C1CCCC21 (stereo not given)	4	9	8	0	1	-3	9	-1	0.2	0.2
C=CCN1C(=O)/C(=c2\sc3nc(=O)c(Cc4ccc(OC)c(OC)c4)nn3c2=O)c2ccccc21	-1	0	14	-9	-3	6	2	1	0.7	-0.4
COc1ccc(N2CCN(C(=O)CCCN3C(=O)c4cccc5cccc(c45)C3=O)CC2)cc1	1	6	-3	-9	4	3	-30	2	0.2	-2.4
CNC(=S)N(Cc1ccc(OC)cc1)C1CC(=O)N(c2ccc(C(=O)OC)cc2)C1=O (stereo not given)	0	-2	8	-59	-8	13	0	-1	0.6	·
COCCN1C(=O)CN(S(C)(=O)=O)CC1(C)C(=O)Nc1c(C)cccc1C (stereo not given)	1	7	1	4	7	0	-15	-1	-0.1	·
O=C(/C=C/c1ccccc1)NC(=S)N1CCSCC1	-1	1	-3	6	0	-3	11	2	0.3	0.1
COc1ccc(CNCc2ccc([N+](=O)[O-])cc2)cc1OC	4	13	5	6	5	-1	-7	1	-0.7	1.2
Cc1ccc(-c2nnc3sc(C4COc5ccccc5O4)nn23)cc1 (stereo not given)	0	-1	2	1	-2	4	-9	3	-0.3	2.3
COc1cccc(/C=N/Nc2ccccc2C(=O)O)c1O	2	1	11	4	-5	3	-7	8	0.3	4.0
Cn1cc(C(=O)c2cccc(Cl)c2Cl)cc1C(=O)O	6	5	1	-1	-19	3	-5	-3	0.0	-2.6
COc1ccc(CCNC2CC(=O)N(C3CCCCC3)C2=O)cc1OC (stereo not given)	1	-8	-4	7	-9	-1	-6	-4	0.0	0.9
Nc1nnc(SCC(=O)OCc2ccc(Cl)c(Cl)c2)s1	-4	-17	6	-30	-2	-1	0	-3	-0.1	2.0
O=C(Nc1cccc(C(=O)N2CCCC2)c1)c1ccccc1	0	0	2	4	11	12	-3	0	-0.4	-1.0
Cc1ccc(-c2nc3cc(NC(=O)C(C)C)ccc3o2)cc1	0	-2	0	1	-8	-1	-172	19	-1.1	0.4

Following part
SMILES	GC-B act	ARFGAP1 inhibitor	rCAG binder	sPLA2-III inh	ASAP1 inh	DDE Tn6 FP inh	ADAM10 inh	GC-A act	proKLK7 act	FXN GAA850 act
CCC1Sc2ccccc2N(CC(=O)NCc2ccccc2OC)C1=O (stereo not given)	-3	3	-7	4	12	-7	1	-1	0.0	0.2
CCS(=O)(=O)N1Cc2ccccc2CC1C(=O)N(C)Cc1ccc(OC)c(F)c1 (stereo not given)	-3	-1	-2	2	-7	2	-2	-4	-0.5	-1.2
c1ccc(-c2noc(CCC3CCCC3)n2)cc1	-3	-5	3	1	-8	1	2	1	0.2	-0.3
CC1CC(C)(C)CC2(C1)NC(=O)N(CC(=O)N(C)Cc1nc3ccccc3c(=O)[nH]1)C2=O (stereo not given)	0	2	0	3	-1	11	-6	2	-0.1	-0.5
CCOC(=O)N1CCN(C(C(=O)NC2CCCC2)C(C)C)CC1 (stereo not given)	-2	3	0	3	4	-2	-8	-1	0.2	·
CCOC(=O)c1ccc(S(=O)(=O)Nc2cc(C(C)(C)C)no2)cc1	-1	-1	22	-20	-15	-7	-4	0	-0.1	-0.4
CCCNC(=O)c1ccc(N2CCC3(CC2)CC(c2ccccc2)=NO3)c(NC(=O)c2ccccc2)c1	8	-11	3	1	6	-7	3	0	0.9	-2.7
